D3 antag: D3 dopamine receptor (human) antagonism; AID 652054; P35462; max response, negative = inhibition, %; D3R cells, DiscoveRx beta-arrestin luminescence, antagonist mode; active compounds read low; 2.5% of 360,000 active; in the data active means max response below about -50%; inconclusive means no clear call, values can overlap the other calls; further: on the % scale 0 is the no-effect control and ±100 the full control effect; mostly tested at two doses, the higher about 12 µM
Target sequence (P35462 whole entry, looked up): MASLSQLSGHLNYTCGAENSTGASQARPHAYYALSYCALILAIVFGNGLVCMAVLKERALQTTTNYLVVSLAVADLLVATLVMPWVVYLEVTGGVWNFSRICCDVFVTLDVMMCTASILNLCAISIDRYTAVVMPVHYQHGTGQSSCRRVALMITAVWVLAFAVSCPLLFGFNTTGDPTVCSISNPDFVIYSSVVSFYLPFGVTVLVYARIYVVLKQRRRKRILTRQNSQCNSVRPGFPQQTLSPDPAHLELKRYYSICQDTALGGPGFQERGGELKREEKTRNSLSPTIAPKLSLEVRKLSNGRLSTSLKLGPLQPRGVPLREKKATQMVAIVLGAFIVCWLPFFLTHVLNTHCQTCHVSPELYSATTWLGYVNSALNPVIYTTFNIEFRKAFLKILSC
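Cells expressing the human receptor were seeded at 1500 cells/well, incubated overnight at 37 degrees C in 5% CO2, then exposed to library compounds with dopamine controls for 90 minutes at 37 degrees C before luminescent detection.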
HEK293 tox: cytotoxicity counter-screen for GLP-1 receptor inverse agonists | HEK293 cAMP-luciferase reporter cells, luminescence, 24 h | Potency, µM (top dose mostly 38.3 µM), inactives show at the highest dose activity change, negative = inhibition, most hits filed as inhibitors | 0.13% of 410,000 active | AID 624418;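 further: loss of luciferase light is scored as toxicity; potency means the concentration at half of the fitted maximal effect; on the % scale 0 is the no-effect control and ±100 the full control effect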
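Quantitative HTS format, 1536 wells, 200 cells/uL seeded. Compounds: 23 nL, 24 h, 37 °C. Detection: luciferase reagent, luminescence at 12 min RT; decreased signal taken as cytotoxic.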
PLK1 PBD inh: PLK1 (human) polo-box domain binding inhibition. P53350. Plk1 PBD binding of FITC phosphopeptide, fluorescence polarization. Potency, µM, inactives show max response, negative = inhibition, most hits filed as inhibitors. 2.8% of 360,000 active. AID 720504; further: potency means the concentration at half of the fitted maximal effect; series mostly up to about 57 µM; on the % scale 0 is the no-effect control and ±100 the full control effect; nearly all actives have a fitted effect of over 65% in size
PI5P4Ka inh: blocks human PI5P4K alpha kinase activity; AID 652105; 1.2% of 330,000 active; P48426; PI5P4Kalpha enzyme, ADP-Glo luminescence, 60 min; active compounds read low; max response, %; active means max response of -50% or lower; inconclusive means between -30% and -50%; inactive means -30% or higher; further: value at the top dose of about 77 µM; on the % scale 0 is the no-effect control and ±100 the full control effect
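Luminescence from ADP-Glo served as readout of PI5P4Kalpha activity in a qHTS format. Reaction: enzyme, substrate, compound, ATP at 5 microM final, 60 min at RT.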
D3 ag: activates the human D3 dopamine receptor; max activation, %; P35462; D3R DiscoveRx beta-arrestin cells, luminescence, 90 min; 0.58% of 410,000 active; AID 652048; in the data active means max activation above about 30%; further: 0% is about no effect; mostly tested at two doses, the higher about 12 µM
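Cells at 1500/well, incubated overnight, then treated with pinned compounds (dopamine as control) for 90 min at 37 degrees C. DiscoveRx reagent added for 30 - 60 minutes at room temperature; luminescence read.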
WRN inhibitor: inhibitors of human WRN helicase; 0.46% of 360,000 active; Potency, µM (highest dose often 114 µM), without a hit: at the top dose activity change, negative = inhibition, usual class: inhibitors; WRN helicase unwinding, fluorescent forked duplex, kinetic; Q14191; further: potency means the concentration at half of the fitted maximal effect; on the % scale 0 is the no-effect control and ±100 the full control effect; nearly all actives have a fitted effect of over 55% in size
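Kinetic red-fluorescence monitoring (525/598 nm) tracks WRN helicase activity after 100 nM fluorophore-quencher forked duplex and 2 mM ATP are added to 20 nM enzyme pretreated 15 min at room temperature with compound.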
GLP-1R agonist: agonists of human GLP-1 receptor; HEK293 GLP-1R CRE-luciferase, luminescence, 4-6 h; cells express a hypersensitive GLP-1R form; P43220; Potency, µM (top dose mostly 45.6 µM), for the others: at the highest dose activation, most hits filed as activators; 0.007% of 380,000 active; AID 624172; further: potency means the concentration at half of the fitted maximal effect; % of control where 0% means no effect
Target sequence (P43220 whole entry, looked up): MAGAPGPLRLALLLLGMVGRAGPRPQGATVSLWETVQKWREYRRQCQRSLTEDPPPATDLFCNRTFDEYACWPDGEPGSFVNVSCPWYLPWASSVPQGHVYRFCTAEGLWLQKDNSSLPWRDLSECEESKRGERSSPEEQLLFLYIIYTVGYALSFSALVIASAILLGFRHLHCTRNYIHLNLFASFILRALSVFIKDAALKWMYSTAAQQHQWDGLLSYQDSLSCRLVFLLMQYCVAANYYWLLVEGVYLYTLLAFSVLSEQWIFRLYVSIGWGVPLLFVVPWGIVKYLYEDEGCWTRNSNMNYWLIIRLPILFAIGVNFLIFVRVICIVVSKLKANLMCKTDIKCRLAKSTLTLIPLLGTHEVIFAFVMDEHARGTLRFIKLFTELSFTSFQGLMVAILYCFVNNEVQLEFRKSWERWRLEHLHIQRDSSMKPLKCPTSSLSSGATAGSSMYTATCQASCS
IL-2 act: activates IL-2 in a cell-based reporter assay; 0.065% of 360,000 active; IL-2 activation reporter assay, cell-based qHTS; stimulated with anti-CD3/CD4/CD28 beads; in transgenic mouse T cells; activation, % (series mostly up to about 46 µM); AID 652025; in the data active means activation above about 50%; inconclusive means mostly about 30% to 49%; further: 0% is about no effect
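Unstimulated transgenic mouse T cells; 60-min compound exposure; bead-based TCR/CD4/CD28 stimulation; 18 h culture, 37 degrees C; dual fluorescence (EGFP, DsRed) plate cytometry.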
GLP1R inv ag: inverse agonists of human GLP-1 receptor; AID 624417; Potency, µM (series often up to 38.3 µM), inactives show at the top dose activity change, negative = inhibition, usual class: inhibitors; HEK293 GLP-1R CRE-luciferase, luminescence, 24 h; GLP-1R form is constitutively active; P43220; 1.6% of 410,000 active; further: potency means the concentration at half of the fitted maximal effect; on the % scale 0 is the no-effect control and ±100 the full control effect; nearly all actives have a fitted effect of over 55% in size
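Assay principle: reduced luminescence from a cAMP-responsive reporter in HEK293 cells co-expressing a constitutively active GLP-1R. Conditions: 24 hr compound incubation, 37 deg C, 5% CO2.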
* marks the source's active call; other numbers are inactive results; ? = inconclusive; / = not tested or not shown; [ ] = another dose, or the depositor's remark. Unless noted, the call rests on the fitted dose curve; in most records, active means well fitted curve in the direction sought with a large enough effect; inconclusive means small, poorly fitted or top-dose-only effect, or another doubt; inactive means no such curve, though single readings can be large; an effect the other way counts as inactive or inconclusive.

SMILES	D3 antag	HEK293 tox	PLK1 PBD inh	PI5P4Ka inh	D3 ag	WRN inhibitor	GLP-1R agonist	IL-2 act	GLP1R inv ag
COc1ccccc1NC(=O)Cc1noc(CSc2cc(C)c3ccccc3n2)n1	-17	-9%	-17%	-7	3	4%	-1%	-1.3	0%
COc1ccc(OCC(=O)NN2Cc3ccccc3C2=N)cc1	-7	23%	-2%	4	0	-7%	8%	-2.0	-1%
Cc1c(NC(=O)Cn2ccc([N+](=O)[O-])n2)c(=O)n(-c2ccccc2)n1C	-28	-15%	-9%	/	-1	-1%	-10%	-2.8	2%
O=C(NCc1ccc(F)cc1)C(c1ccco1)N(C(=O)c1csnn1)C1CC1 (configuration not stated)	1	6%	3%	-3	1	8%	6%	0.7	-14%
Cc1ccccc1NC(=O)Cn1nc(-c2ccccc2)nc1-c1ccccc1	9	5%	-6%	1	-12	2%	-5%	-1.6	-15%
O=S(=O)(Nc1ccc2c(c1)CCC2)c1cccs1	-7	5%	-8%	/	-19	-13%	20%	-0.4	4%
c1ccc(-n2ncc3c(NCc4ccco4)ncnc32)cc1	15	-24%	-2%	-15	-8	-8%[57.1 µM]	7%	-1.3	-13%
COC(=O)c1cc(NC(=O)CC2Oc3ccccc3NC2=O)cc(C(=O)OC)c1 (configuration not stated)	-5	1%	-17%	0	5	3%	23%	0.7	21%
COc1ccc(C(=O)CN2C(=O)NC3(CCCCC3)C2=O)cc1OC	4	-8%	6%	-1	5	-4%	14%	0.0	3%
CC(C)C(=O)N1CCN(c2ccccc2N)CC1	-10	4%	-6%	0	-1	5%	7%	0.5	1%
Cc1ccccc1-c1nc(CS(=O)(=O)CC(=O)N2CCc3ccccc32)c(C)o1	11	7%	0%	2	-1	6%	-1%	-1.0	-3%
CC(C)C(NC(=O)c1ccc(Cl)cc1Cl)C(=O)N1CCC1 (configuration not stated)	-23	-1%	2%	8	0	-8%	-5%	-1.8	22%
CCOc1ccc(NC(C)=O)cc1[N+](=O)[O-]	-13	12%	-4%	-5	-1	-5%	6%	-0.1	21%
COc1ccc(OC)c(-n2nnnc2SCC(=O)Nc2ccccc2OC)c1	17	0%	-1%	-1	4	-9%	-5%	-0.5	8%
O=C(COc1ccccc1[N+](=O)[O-])Nc1cccc(S(=O)(=O)NC2=NCCCCC2)c1	16	-5%	-4%	-24	1	-29%	20%	-3.7	30%
Cn1ncc([N+](=O)[O-])c1C(=O)Nc1cccc2ccccc12	-7	-9%	-8%	-13	5	2%	7%	0.9	-21%
CCOC(=O)Cc1csc(NC(=O)c2cccc(Cl)c2)n1	19	-7%	3%	-3	1	4%	9%	-1.5	-7%
CCCn1c(-c2cccc(F)c2)nc2c1c(=O)[nH]c(=O)n2Cc1ccccc1	9	2%	-11%	0	12	2%[57.1 µM]	13%	-0.8	-17%
COCCn1c(C)cc(C(=O)CSc2nncn2-c2ccccc2)c1C	12	4%	-6%	/	12	13%	-8%	1.4	0%
COC(=O)C1C(O)=C(C=Nc2ccccc2)C(=O)CC1(C)C (configuration not stated)	11	-11%	3%	-3	1	-1%	-5%	-0.3	5%
CCc1noc(C)c1C(=O)OCC(=O)NCc1ccccc1	14	-3%	4%	-1	1	-9%	-2%	1.9	1%
Cc1ccc(S(=O)(=O)N(C)Cc2ccc(-c3nnc4n3CCC4)cc2)cc1	9	-11%	-8%	0	-2	-1%	3%	-1.5	43%[activator]
COc1ccc2nc3oc(C(=O)NCc4cccs4)cc3cc2c1	8	-7%	-4%	3	-1	-17%	0%	-1.1	25%
CCOc1ccc(-n2ccnc2SCC(=O)Nc2cc(C)on2)cc1	11	-1%	-5%	8	-4	3%	8%	0.2	-19%
O=C1O/C(=C/c2ccccc2)N=C1c1ccccc1	?	10%	-16%	4	-8	7%	3%	-0.2	19%
Cc1ccc(NC(Cc2cc(C)no2)c2ccccc2)cc1 (configuration not stated)	-9	19%	-1%	4	-5	-5%	5%	2.4	?
Cc1cccc(NC(=O)C2CCCN(c3nc(C)cc(C)n3)C2)c1 (configuration not stated)	16	-13%	-12%	/	3	1%	-12%	-1.2	-7%
Cn1c(=O)c2cc(NC(=O)NCCc3cccs3)ccc2n1Cc1ccccc1	5	-10%	-10%	5	6	6%[57.1 µM]	-4%	-0.4	-1%
Cc1ccc(C(=O)NCC(=O)NCCCc2ccccc2)cc1	-1	?	-7%	-2	-5	-8%	5%	0.4	0%
Cc1nc(Sc2nnnn2C)c2c3c(sc2n1)CCC3	20	?	-13%	-3	-2	-20%	2%	-0.3	?
CCOC(=O)C1=NNC2C(=O)N(Cc3ccccc3)C(=O)C12 (configuration not stated)	-9	-6%	-10%	0	-6	-34%	-2%	5.0	-1%
O=C(O)CCC(=O)N1N=C(c2c(-c3ccccc3)c3cc(Cl)ccc3[nH]c2=O)CC1c1cccs1 (configuration not stated)	9	2%	-16%	-4	-1	-3%	2%	0.7	-11%
Cc1nc2cc(C(=O)OCC(=O)NC3CCS(=O)(=O)C3)ccc2n1-c1ccccc1 (configuration not stated)	3	-9%	2%	1	1	-7%	1%	-0.1	20%
CC1CC2(CCCC2)Nc2ccc(F)cc21 (configuration not stated)	2	-11%	-3%	1	1	4%	-1%	-1.2	-6%
CC(C)(C)C(=O)N(CCN(C(=O)C(C)(C)C)c1ccccc1)c1ccccc1	-16	2%	4%	/	-3	1%	-1%	0.2	1%
CC1Cc2nc(SCC(=O)Nc3ccc4c(c3)OCCO4)n(C)c(=O)c2S1 (configuration not stated)	27	?	-17%	/	6	-8%	4%	-0.2	0%
COc1cc(S(=O)(=O)N2CCN(C(=O)c3ccco3)CC2)c(OC)cc1C	-13	14%	-12%	-2	8	3%	5%	-0.6	19%
CCc1cccc2c(=O)c(C(=O)NCCCOC)c[nH]c12	-7	7%[7.66 µM]	1%	-3	-4	8%	0%	0.2	-7%[7.66 µM]
CCCc1nnc(SCC(=O)O)n1/N=C/c1ccc2c(c1)OCO2	-15	1%	-5%	/	-2	5%[57.1 µM]	0%	-2.5	9%
CC(=O)Nc1ccc(S(=O)(=O)NCC2CCC(C(=O)N3CC(C)CC(C)C3)CC2)cc1 (configuration not stated)	-5	-5%	-3%	18	10	1%	9%	-4.1	-10%

Quoted from above (nine entries):
SMILES	D3 antag	HEK293 tox	PLK1 PBD inh	PI5P4Ka inh	D3 ag	WRN inhibitor	GLP-1R agonist	IL-2 act	GLP1R inv ag
O=C(O)CCC(=O)N1N=C(c2c(-c3ccccc3)c3cc(Cl)ccc3[nH]c2=O)CC1c1cccs1 (configuration not stated)	9	2%	-16%	-4	-1	-3%	2%	0.7	-11%
Cc1nc2cc(C(=O)OCC(=O)NC3CCS(=O)(=O)C3)ccc2n1-c1ccccc1 (configuration not stated)	3	-9%	2%	1	1	-7%	1%	-0.1	20%
CC1CC2(CCCC2)Nc2ccc(F)cc21 (configuration not stated)	2	-11%	-3%	1	1	4%	-1%	-1.2	-6%
CC(C)(C)C(=O)N(CCN(C(=O)C(C)(C)C)c1ccccc1)c1ccccc1	-16	2%	4%	/	-3	1%	-1%	0.2	1%
CC1Cc2nc(SCC(=O)Nc3ccc4c(c3)OCCO4)n(C)c(=O)c2S1 (configuration not stated)	27	?	-17%	/	6	-8%	4%	-0.2	0%
COc1cc(S(=O)(=O)N2CCN(C(=O)c3ccco3)CC2)c(OC)cc1C	-13	14%	-12%	-2	8	3%	5%	-0.6	19%
CCc1cccc2c(=O)c(C(=O)NCCCOC)c[nH]c12	-7	7%[7.66 µM]	1%	-3	-4	8%	0%	0.2	-7%[7.66 µM]
CCCc1nnc(SCC(=O)O)n1/N=C/c1ccc2c(c1)OCO2	-15	1%	-5%	/	-2	5%[57.1 µM]	0%	-2.5	9%
CC(=O)Nc1ccc(S(=O)(=O)NCC2CCC(C(=O)N3CC(C)CC(C)C3)CC2)cc1 (configuration not stated)	-5	-5%	-3%	18	10	1%	9%	-4.1	-10%

(listing goes on)
SMILES	D3 antag	HEK293 tox	PLK1 PBD inh	PI5P4Ka inh	D3 ag	WRN inhibitor	GLP-1R agonist	IL-2 act	GLP1R inv ag
Cc1cccc(C)c1Cn1c(C)c(C(=O)NCc2ccccc2C(F)(F)F)sc1=O	?	6%	-1%	6	-9	9%[57.1 µM]	-4%	-0.4	?
O=C(N/N=C/c1cc([N+](=O)[O-])ccc1O)NC12CC3CC(CC(C3)C1)C2	-22	-21%	-6%	0	-4	-22%	-6%	-0.1	?
Cc1c(Cl)cccc1N(Cc1ccc(C(=O)O)cc1)S(=O)(=O)c1ccccc1	-3	-3%	-11%	-3	-7	-25%	7%	0.7	-2%
Cc1cc(C)n(CC2CC(=O)N(c3ccc(Cl)c(Cl)c3)C2=O)n1 (configuration not stated)	-4	-19%	-5%	1	-5	-6%	-2%	-3.0	-11%
COc1cccc(Nc2nc3ccc(OC)cc3s2)c1	-1	-1%	4%	4	0	-10%	16%	-3.7	?
O=C(c1cc2nc(-c3ccc(Cl)cc3)cc(C(F)(F)F)n2n1)N1CCOCC1	8	6%	-11%	1	8	5%	-4%	-2.0	13%
CCCCOc1ccc(NC(=O)CSc2nnnn2C)cc1	-113*	5%	-7%	/	-5	-2%	-2%	-0.1	-2%
COc1cccc(C2C(=O)c3ccccc3C2=O)c1	-14	-15%	1%	1	7	-8%	0%	-4.9	0%
O=c1[nH][nH]cc1C=NCc1cccnc1	20	-23%	1%	-2	3	-1%	0%	-1.4	16%
COc1cccc(-c2nnc(-c3ccc(C(F)(F)F)cc3)o2)c1OC	3	-23%	-6%	-1	1	0%	14%	-4.4	11%
CC(CCC(C)OC(=O)c1ccccc1C(=O)O)OC(=O)c1ccccc1C(=O)O (configuration not stated)	5	4%	0%	14	6	-8%[11.6 µM]	0%	-2.4	1%
